Screening results from PubChem BioAssay.
PhoP GFP inhibition – PhoP regulon inhibitors, Salmonella typhi PhoP promoter GFP reporter, confirmatory (AID 1850). inhibition, % at 50 µM, or IC50 in µM where a hit was titrated. Salmonella Typhi PhoP-promoter GFP reporter, fluorescence, 4 h; higher % means a stronger effect. 310,000 tested, 0.33% active; in the data active means a potency from the dose series; inconclusive means inhibition mostly from about 25% at the one dose, without a potency; inactive means the rest, 99 in 100 with inhibition below about 19%;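 further: 0% = induced wells with vehicle and 100% = uninduced wells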
influenza NS1A – NS1A inhibition, H1N1 influenza, cell based functional assay (AID 504329). NS1A functional cell-based assay, percent inhibition; higher % means a stronger effect. inhibition, % at 12.5 µM; hits with a dose series show IC50 in µM. 340,000 tested, 0.3% active; in the data active means a potency from the dose series; inconclusive means inhibition above about 27% without an active follow-up result; further: strong numbers were not always called active
M. tuberculosis HTS – M. tuberculosis growth inhibition, HTS (AID 449762) | M. tuberculosis H37Rv growth inhibition, 7H9 media; higher % means a stronger effect | one-dose inhibition, % at 25 µM; IC50 in µM for titrated hits | 330,000 tested, 0.59% active; in the data active means a potency from the dose series; inconclusive means inhibition above about 70% without an active follow-up result;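 further: bacterial growth assessed after seven days of incubation; strong numbers were not always called active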
inhibitors of VEEV – inhibitors of VEEV TC-83 cytopathic effect, confirmation, Vero cells (AID 588727) | Vero cells, VEEV TC-83 cytopathic effect inhibition; higher % means a stronger effect | inhibition, % at 20 µM; hits with a dose series show IC50 in µM | 350,000 tested, 0.13% active; in the data active means a potency from the dose series; inconclusive means inhibition mostly from about 14% at the one dose, without a potency; inactive means the rest, 99 in 100 with inhibition below about 12%; further: strong numbers were not always called active
tuberculosis growth – growth inhibition of non-replicating M. tuberculosis (AID 488890) | Mycobacterium tuberculosis non-replicating, growth inhibition; higher % means a stronger effect | inhibition, % at 25 µM; hits with a dose series show IC50 in µM | 320,000 tested, 0.39% active; in the data active means a potency from the dose series; inconclusive means inhibition mostly from about 82% at the one dose, without a potency; inactive means the rest, 99 in 100 with inhibition below about 76%;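 further: plate controls were DMSO cells for no effect and high antibiotic wells for full effect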
inhibitors of VEEV 10K pilot screen – further read-out of inhibitors of VEEV, marked with its call; inhibition, %; measured here: 10K pilot screen inhibition
Numbers without * were called inactive; i = inactive; u = inconclusive; x = no result given; & = joins results of further samples.

SMILES	PhoP GFP inhibition	influenza NS1A	M. tuberculosis HTS	inhibitors of VEEV	tuberculosis growth	others
CC[C@H]1CN(C)C[C@@]2(C(=O)OC)Cc3c([nH]c4ccccc34)C(=O)C[C@@H]12	0%	-1%	-7%	1.5%	6%
COc1cccc(C(=O)NCCNC(=O)c2ccc(C)nc2)c1	7%	9%	-1%	1.1%	-4%
COc1ccccc1NC(=O)c1ccc(NC(=O)C2CC2)cc1	x	2%	x	0.6%	x
COc1ccc(CN2CCN(CC3CC3)CC2CCO)cc1C (stereo not drawn)	0%	2%	3%	0.7%	-15%
CC1CCC(N(CCCN)Cc2ccco2)CC1C (stereo not drawn)	15%	-6%	2%	4.7%	28%
Cc1cccc(N2C(S)=C(C#N)C(=O)NC2c2ccco2)c1 (stereo not drawn)	-11%	4%	-1%	0.5%	13%
Cc1ccc(NC(=O)C(C)OC(=O)COc2cccc(C(F)(F)F)c2)cc1S(=O)(=O)N1CCOCC1 (stereo not drawn)	x	6%	x	3.1%	x
O=C(Nc1ccc(-c2ccccc2)cc1)c1ccc2c(c1)S(=O)(=O)c1ccccc1C2=O	-15%	-2%	-6%	0.2%	-7%
CCCC(=O)Nc1sc(C(=O)OC)c(C)c1C(N)=O	1%	-7%	7%	1.1%	44%
Cc1nc(SCC(=O)NCc2ccco2)nc(C)c1C	-1%	-4%	-2%	1.5%	0%
CCCCn1cnc2c(SCc3ccc(Br)cc3)nc(N)nc21	x	-1%	x	3.0%	x
O=C(Nc1nc2ccccc2[nH]1)c1ccc(Cl)c([N+](=O)[O-])c1	10%	-2%	62%	8.0%	u
Cc1cccc(N2CCN(C(=O)c3c(-c4ccccc4Cl)noc3C)CC2)c1C	-5%	-18%	12%	1.2%	24%
C=CCNC(=S)N/N=C/c1ccc(C(C)(C)C)cc1	x	-3%	x	2.6%	x
COc1ccc(OC)c(S(=O)(=O)NCCc2csc(-c3cccnc3)n2)c1	-18%	-5%	-11%	0.8%	-1%
Cn1c(-c2ccccn2)[n+](C)c2ccccc21	-1%	-3%	-5%	2.2%	7%
COc1ccc(C(=O)Nc2nc3c(s2)Cc2cc(OC)ccc2-3)cc1	8%	10%	25%	5.5%	13%
Cn1nnnc1SCc1c(F)cccc1F	-3%	-1%	-5%	0.4%	0%
CC(C)NC(=S)N/N=C/c1cccs1	5%	-4%	u	0.3%	u
Cc1cc(C)cc(OCC(=O)N/N=C/c2ccncc2)c1	0%	9%	u	0.1%	75%
CCCCCc1nnc(NC(=O)C2COc3ccccc3O2)s1 (stereo not drawn)	8%	-2%	20%	1.1%	u
Oc1ccccc1-c1nc(NCc2cccnc2)c2ccccc2n1	2%	-13%	4%	5.3%	35%
CN(Cc1ccccn1)C(=O)C1CCC(=O)N(Cc2cccc(C(F)(F)F)c2)C1 (stereo not drawn)	9%	3%	-3%	1.8%	7%
Cc1sc2ncn(CC(=O)OC(C)C(=O)NC(C)(C)C)c(=O)c2c1C (stereo not drawn)	5%	-4%	-3%	1.2%	-4%
COC(=O)c1sccc1NC(=O)C1CC(C)=C(C)CC1C(=O)O (stereo not drawn)	5%	-21%	-1%	3.0%	7%
CC(O)(CS(=O)(=O)c1ccccc1)C(=O)Nc1ccc(C(F)(F)F)cc1 (stereo not drawn)	-10%	1%	-6%	i	5%
COc1ccc(OC)c2c1nc1n2CCS1	0%	-9%	-11%	1.9%	5%
CC(C)(C)n1nnnc1C(c1cccs1)N(Cc1ccccc1)Cc1cccnc1 (stereo not drawn)	-13%	-23%	8%	1.4%	54%
Cn1c(SCc2ccccc2)nnc1-c1ccc2nonc2c1	-10%	-1%	5%	i	12%
COc1ccc(NC2SC(=O)N(C)C2=O)cc1 (stereo not drawn)	-1%	-6%	62%	0.9%	11%
CC(C)(C)OC(=O)NCCCCCNC(=O)c1nc[nH]c1C(=O)NCc1ccccc1	x	-10%	8%	9.3%	62%
CCOc1ccccc1N1CCN(Cc2ccc(OC)c(OC)c2OC)CC1	-11%	7%	-4%	0.4%	-4%
CN(C(=O)c1ccccc1C(=O)OCC(=O)Nc1ccc(OC(F)F)cc1)c1ccccc1	x	-1%	-6%	1.7%	19%
COc1ccc(-c2sc3ccc(N4CCOCC4)cc3c2C#CC2(O)CCCCC2)cc1	x	1%	4%	4.6%	x
COc1ccccc1NC(=S)NCCN1CCOCC1	-7%	-5%	1%	0.2%	0%
CC(=O)c1cccc(NC(=O)CCCSc2ccccc2)c1	23%	-7%	4%	1.1%	43%
O=C(Nc1c(-c2ccccc2)nc2ccccn12)c1ccco1	-5%	-3%	-7%	0.8%	-10%
CN1C(=O)C(O)(CC(=O)c2cccc(-n3cccc3)c2)c2ccccc21 (stereo not drawn)	-2%	9%	60%	0.2%	79%
CC1CN(C(=O)COC(=O)c2nn(-c3ccccc3)c(=O)c3ccccc23)CC(C)O1 (stereo not drawn)	-2%	-13%	-2%	i	3%
COc1ccc(N2CCN(CC(O)COc3ccc([N+](=O)[O-])cc3)CC2)cc1 (stereo not drawn)	-7%	-2%	8%	0.3%	-6%	inhibitors of VEEV 10K pilot screen=0.3

Molecules shown so far that contain a furan ring, fused or not (four):
SMILES	PhoP GFP inhibition	influenza NS1A	M. tuberculosis HTS	inhibitors of VEEV	tuberculosis growth	others
CC1CCC(N(CCCN)Cc2ccco2)CC1C (stereo not drawn)	15%	-6%	2%	4.7%	28%
Cc1cccc(N2C(S)=C(C#N)C(=O)NC2c2ccco2)c1 (stereo not drawn)	-11%	4%	-1%	0.5%	13%
Cc1nc(SCC(=O)NCc2ccco2)nc(C)c1C	-1%	-4%	-2%	1.5%	0%
O=C(Nc1c(-c2ccccc2)nc2ccccn12)c1ccco1	-5%	-3%	-7%	0.8%	-10%

Further entries follow.
SMILES	PhoP GFP inhibition	influenza NS1A	M. tuberculosis HTS	inhibitors of VEEV	tuberculosis growth	others
Cc1cc(C(=O)OCC(=O)Nc2nc(-c3ccccc3)cs2)c(C)o1	3%	-2%	-4%	i	6%
Cc1ccc2c(c1)C(c1ccncc1)=NNC(c1ccc(F)cc1)=N2	-5%	1%	u	1.0%	23%
CCOCCCNC(=O)C(c1ccc(OC)cc1)N(Cc1ccc2c(c1)OCO2)C(=O)c1ccccn1 (stereo not drawn)	10%	0%	-10%	0.8%	2%
CCOC(=O)COc1cc(=O)n(CC)c2ccccc12	3%	-8%	9%	0.5%	21%
FC(F)(F)c1cccc(N2CCN(c3nnnn3-c3ccccc3)CC2)c1	11%	5%	-8%	3.0%	15%
CCOC(=O)C1=C(COCCN)NC(C)=C(C(=O)OC)C1c1ccccc1Cl (stereo not drawn)	13%&-1%&-1%	-10%&-8%&-12%	1%&-3%&2%	63%&9.7%&7.9%	24%&46%&19%
CC(C)CNC(=O)c1ccc(NC(=O)c2ccccc2[N+](=O)[O-])cc1	-6%	10%	-1%	0.1%	-7%
COc1ccc(OC)c(CNc2nc3ccccc3n2CCN2CCCCC2)c1	0%	6%	17%	i	12%	inhibitors of VEEV 10K pilot screen=1.2
CCCC(=O)C1=C(O)C(C(=O)OC)C(C)(C)CC1=Nc1ccccc1 (stereo not drawn)	-3%	-2%	-11%	0.6%	3%
CCOc1cc(C(=O)OCC(=O)Nc2cc(C)on2)ccc1OCC(C)C	-3%	10%	7%	i	53%

Overlap with the part before: 2 entries; new compounds follow.
SMILES	PhoP GFP inhibition	influenza NS1A	M. tuberculosis HTS	inhibitors of VEEV	tuberculosis growth	others
CCCC(=O)C1=C(O)C(C(=O)OC)C(C)(C)CC1=Nc1ccccc1 (stereo not drawn)	-3%	-2%	-11%	0.6%	3%
CCOc1cc(C(=O)OCC(=O)Nc2cc(C)on2)ccc1OCC(C)C	-3%	10%	7%	i	53%
COc1ccccc1N1CCN(C(=O)Nc2cccc(C)c2)CC1	8%	-2%	-6%	1.1%	-3%
COc1ccc2c(c1)[nH]c1c(=O)n(CCCn3ccnc3)cnc12	-6%	-3%	-6%	6.3%	9%
Cc1ccsc1/C=N/N1CCN(c2ccccn2)CC1	6%	-8%	0%	5.3%	0%
CCOC(=O)c1cc(S(=O)(=O)NCC2CCN(Cc3cccc(C)c3)CC2)cn1C	-7%	9%	6%	1.8%	23%
COCCN1C(=O)N[C@@H](c2ccccc2)[C@H](C(=O)OC)[C@H]1C	10%	-13%	-1%	i	11%	inhibitors of VEEV 10K pilot screen=0.9
c1ccc(NCCC2OCC3(CO2)COC(CCNc2ccccc2)OC3)cc1 (stereo not drawn)	x	17%	x	0.7%	x
COc1ccc(NC(=S)N2CCCC(CO)C2)c(OC)c1 (stereo not drawn)	-1%	5%	2%	i	-8%
COc1cc(/C=C/C(=O)OCC(=O)NCCCc2ccccc2)cc(OC)c1OC	x	-3%	10%	2.3%	24%
COc1cc(C(=O)O/N=C(\N)c2ccncc2)cc(OC)c1OC	1%	-15%	-8%	0.0%	2%
Cc1ccc(C(NC(=O)NN2CCN(C)CC2)C(Cl)Cl)cc1F (stereo not drawn)	9%	8%	2%	i	-12%
O=Cc1ccc(N2Cc3ccccc3C2)cc1	-6%	-1%	6%	0.6%	12%
O=S(=O)(N1CCOCC1)N1CCN(c2ccccc2F)CC1	-10%	-8%	4%	0.6%	-2%
O=C(O)c1cccc2c1C(=O)N(c1ccccc1)C2	-17%	-15%	2%	2.5%	6%
Cc1c(C(=O)Nc2ccccc2)cnn1-c1ccccc1	1%	-1%	0%	3.0%	-7%
Cc1nn(Cc2ccc(C(=O)N3CCOCC3)o2)c(C)c1Br	6%	-3%	0%	0.6%	-8%
CCC(C)[C@H](NC(=O)Nc1cccc(Cl)c1)C(=O)O (stereo partly drawn)	-6%	4%	-3%	1.0%	-7%	inhibitors of VEEV 10K pilot screen=0.7
O=C(NCc1ccncc1)c1cccc(S(=O)(=O)N2CCc3ccccc32)c1	x	-6%	-1%	i	7%
Cc1cccc(C2c3[nH]c4ccccc4c3CCN2C(=O)Cc2n[nH]c(C)n2)n1 (stereo not drawn)	-2%	2%	4%	2.2%	5%
CCn1c(N2CCN(C(c3ccccc3)c3ccccc3)CC2)nc2c1c(=O)[nH]c(=O)n2C	x	-15%	x	6.7%	x
Cc1ccc(SCC(=O)OCC(=O)NCc2cccs2)cc1	-7%	-2%	8%	0.1%	78%
CSC1=NC2(C[C@H]2c2ccccc2)C(=O)N1C (stereo partly drawn)	-9%	-14%	-8%	i	-4%
COc1ccc(S(=O)(=O)N2CCC(C(=O)N3CCCCC3)CC2)cc1OC	3%	-6%	0%	i	-6%
CCCCCOC(=O)C1[C@H]2C(=O)N(c3ccccc3CC)C[C@]23C=C[C@H]1O3 (stereo partly drawn)	-1%	13%	-1%	1.8%	7%
CCOc1ccc(C(=O)CCC(=O)N2CCC(C(=O)OC)CC2)cc1	-4%	-2%	8%	0.4%	8%
Fc1ccc(-[n+]2nc(Nc3ccccc3)sc2-c2ccc(OCc3ccccc3)cc2)cc1	-7%	6%	59%	i	42%	inhibitors of VEEV 10K pilot screen=0.1
N/C(=N\OC(=O)c1ccccc1Br)c1ccc([N+](=O)[O-])cc1	-7%	-8%	11%	2.5%	76%
COc1ccc(-c2cc(C(=O)NC3=NCCS3)c3ccccc3n2)cc1OC	7%	-1%	u	7.2%	7%
Cc1cccc(OCCC(=O)Nc2c(C)n(C)n(-c3ccccc3)c2=O)c1	14%	1%	-3%	0.9%	2%
O=C(NC1CCCCCCC1)c1ccc(CNc2c(N3CCOCC3)c(=O)c2=O)cc1	12%	-1%	-2%	1.0%	x
COc1ccc(NC(=O)c2ccco2)cc1NC(=O)c1cccc(OC(C)C)c1	-3%	-4%	4%	8.3%	38%
Cc1ccc(OCCn2cc(/C=C/C(=O)O)c3ccccc32)cc1	x	-7%	x	1.5%	x
O=c1c2ccccc2nc(-c2ccccc2Cl)n1-c1cccc(O)c1	5%	-3%	-1%	1.1%	14%
O=C(c1ccc(Cl)cc1)c1oc2ccccc2c1CS(=O)c1ccccc1 (stereo not drawn)	2%	6%	9%	i	6%
CCCC(=O)Nc1ccccc1NC(=O)CN(C)S(=O)(=O)c1ccc(C)cc1	-6%	3%	x	4.3%	1%
Cc1ccn2cc(CCNS(=O)(=O)c3ccc([N+](=O)[O-])cc3)nc2c1	10%	-7%	6%	0.1%	0%
Cc1ccc(S(=O)(=O)NC(=O)Nc2ccc(F)cc2)cc1	9%	-6%	7%	i	-9%
CC(=O)OCCn1c(C)[n+](CCOC(C)=O)c2cc(Cl)c(Cl)cc21	9%	-3%	-8%	0.7%	12%
CCCN(CCC)C(=O)CC(c1ccc(F)cc1)c1ccco1 (stereo not drawn)	-1%	3%	-8%	2.4%	18%

The order is random. About 1.4% of those tested had a hit in this group.
